tuberculosis growth: growth inhibition of non-replicating M. tuberculosis (AID 488890); hit rate 0.39% among 320,000; inhibition, % at 25 µM, or IC50 in µM where a hit was titrated; Mycobacterium tuberculosis non-replicating, growth inhibition; higher % means a stronger effect; in the data active = a potency from the dose series; inconclusive = inhibition mostly from about 82% at the one dose, without a potency; inactive = the rest, 99 in 100 with inhibition below about 76%;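 also: plate controls were DMSO cells for no effect and high antibiotic wells for full effect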
VEEV TC-83 Vero: inhibitors of VEEV TC-83 cytopathic effect, confirmation, Vero cells (AID 588727) | Vero cells, VEEV TC-83 cytopathic effect inhibition; higher % means a stronger effect | inhibition, % at 20 µM; hits with a dose series show IC50 in µM | hit rate 0.13% among 350,000; in the data active = a potency from the dose series; inconclusive = inhibition mostly from about 14% at the one dose, without a potency; inactive = the rest, 99 in 100 with inhibition below about 12%; also: strong numbers were not always called active
M. tuberculosis HTS: M. tuberculosis growth inhibition, HTS (AID 449762) | M. tuberculosis H37Rv growth inhibition, 7H9 media; higher % means a stronger effect | hit rate 0.59% among 330,000 | one-dose inhibition, % at 25 µM; IC50 in µM for titrated hits; in the data active = a potency from the dose series; inconclusive = inhibition above about 70% without an active follow-up result;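 also: bacterial growth assessed after seven days of incubation; strong numbers were not always called active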
H1N1 NS1A inhibition: NS1A inhibition, H1N1 influenza, cell based functional assay (AID 504329); NS1A functional cell-based assay, percent inhibition; higher % means a stronger effect; inhibition, % at 12.5 µM; hits with a dose series show IC50 in µM; hit rate 0.3% among 340,000; in the data active = a potency from the dose series; inconclusive = inhibition above about 27% without an active follow-up result; also: strong numbers were not always called active
Salmonella PhoP GFP: Inhibition of PhoP regulon, Salmonella typhi GFP reporter cells, confirmation, 4 h (AID 1850). Salmonella Typhi PhoP-promoter GFP reporter, fluorescence, 4 h; higher % means a stronger effect. inhibition, % at 50 µM, or IC50 in µM where a hit was titrated. hit rate 0.33% among 310,000; in the data active = a potency from the dose series; inconclusive = inhibition mostly from about 25% at the one dose, without a potency; inactive = the rest, 99 in 100 with inhibition below about 19%;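 also: 0% = induced wells with vehicle and 100% = uninduced wells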
VEEV TC-83 Vero 10K pilot screen: second read-out of VEEV TC-83 Vero, no call of its own (marks repeat the call); inhibition, %; measured here: 10K pilot screen inhibition
An asterisk follows results filed as active; i = inactive; u = inconclusive; x = no result given; & = joins results of further samples.

SMILES	tuberculosis growth	VEEV TC-83 Vero	M. tuberculosis HTS	H1N1 NS1A inhibition	Salmonella PhoP GFP	others
CC(C)(C)C1CCC(OC(=O)C[N+]2(C)CCCC2)CC1 (stereo not drawn)	18%	3.0%	-1%	-14%	3%
O=C(NCc1cccnc1)C1CCC(CNS(=O)(=O)c2cccc3nsnc23)CC1 (stereo not drawn)	x	i	-3%	-10%	-3%
CCn1cnc2sc(-c3ccccc3)cc2c1=O	14%	5.2%	-4%	-16%	-4%
COC(=O)c1cc(Br)c(=O)n(CCC2=CCCCC2)c1	5%	5.1%	-9%	-10%	6%
CCOc1ccccc1C(=O)NC(C(=O)NCCc1ccccn1)C(C)C (stereo not drawn)	0%	i	-6%	0%	x
CCOC(=O)C1=C(COC(=O)c2ccc(Cl)c(S(=O)(=O)N3CCOCC3)c2)NC(=O)NC1C (stereo not drawn)	x	0.6%	x	1%	x
CCOC(=O)CSc1nccc(N(C)C)c1C#N	-20%	0.8%	-5%	-3%	0%
O=C(c1ccccc1)N1CCN(C(=O)c2cccnc2)CC1	-15%	0.7%	-8%	-7%	6%
CCC(=NOCc1ccccc1)C(=O)NNS(=O)(=O)c1ccc(C)cc1	x	3.0%	x	-9%	x
COc1cc(C(=O)Nc2nnc(C3=COCCO3)o2)cc(OC)c1OC	x	1.7%	-12%	-12%	-9%
c1ccc(CSc2snnc2-c2ccccc2)cc1	19%	i	5%	-5%	9%
O=C(C1CC2CCC1C2)N1CCN(Cc2ccc3c(c2)OCO3)CC1 (stereo not drawn)	12%	x	0%	x	14%
Cn1c(CSCc2ccccc2)nnc1SCC(=O)Nc1nccs1	9%	0.1%	-9%	3%	1%
N/C(=N\OC(=O)c1cccnc1)c1ccc(Cl)cc1Cl	17%	0.3%	1%	-16%	22%
Cc1ccc2c(CC(=O)OCC(=O)N(CC(C)C)c3c(N)n(Cc4ccccc4)c(=O)[nH]c3=O)coc2c1	15%	1.0%	11%	-5%	0%
COc1cccc(Oc2ccc(N)cc2)c1	62%	2.3%	u	2%	-4%
O=S(=O)(Nc1cccc(C(F)(F)F)c1)c1cnc[nH]1	3%	1.4%	0%	4%	-8%
Cc1ccc(C)c(NC(=S)N2CCC(NC(=O)c3ccco3)CC2)c1	-5%	0.9%	-3%	-5%	-14%
CC1CCCCC12NC(=O)N(CC(=O)Nc1ccc(OC(F)F)cc1)C2=O (stereo not drawn)	-1%	2.0%	10%	-4%	x
CCCCN1C(=O)C2(NNc3ccccc3O2)c2ccccc21 (stereo not drawn)	4.7µM*	1.9%	58µM*	3%	-3%

Looked up one by one from the entries so far:
SMILES	tuberculosis growth	VEEV TC-83 Vero	M. tuberculosis HTS	H1N1 NS1A inhibition	Salmonella PhoP GFP	others
c1ccc(CSc2snnc2-c2ccccc2)cc1	19%	i	5%	-5%	9%
O=C(NCc1cccnc1)C1CCC(CNS(=O)(=O)c2cccc3nsnc23)CC1 (stereo not drawn)	x	i	-3%	-10%	-3%
CCOC(=O)C1=C(COC(=O)c2ccc(Cl)c(S(=O)(=O)N3CCOCC3)c2)NC(=O)NC1C (stereo not drawn)	x	0.6%	x	1%	x
CCCCN1C(=O)C2(NNc3ccccc3O2)c2ccccc21 (stereo not drawn)	4.7µM*	1.9%	58µM*	3%	-3%
N/C(=N\OC(=O)c1cccnc1)c1ccc(Cl)cc1Cl	17%	0.3%	1%	-16%	22%
CCOc1ccccc1C(=O)NC(C(=O)NCCc1ccccn1)C(C)C (stereo not drawn)	0%	i	-6%	0%	x
O=C(C1CC2CCC1C2)N1CCN(Cc2ccc3c(c2)OCO3)CC1 (stereo not drawn)	12%	x	0%	x	14%

Next results follow:
SMILES	tuberculosis growth	VEEV TC-83 Vero	M. tuberculosis HTS	H1N1 NS1A inhibition	Salmonella PhoP GFP	others
O=C(CSc1n[nH]c(=O)[nH]c1=O)N/N=C/C=C\c1ccccc1	5%	1.2%	7%	0%	-9%
CSCCC(NC(=O)c1cc(CC(C)C)oc1C)C(=O)O (stereo not drawn)	-18%	0.2%	-8%	-3%	-8%
O=C(NCCCn1ncc2ccccc21)c1cc(COc2c(F)cccc2F)on1	4%	1.1%	42%	9%	4%	VEEV TC-83 Vero 10K pilot screen=1.0
CSCCC(NC(=O)c1ccccc1Cl)C(=O)N(C)CC(=O)Nc1ccc(N2CCOCC2)cc1 (stereo not drawn)	-5%	1.9%	-10%	-1%	2%
C=CCn1c(SCC(=O)N2CCN(c3ccccc3)CC2)nnc1-c1ccco1	0%	1.9%	-2%	4%	1%
CCc1nnc(NC(=S)Nc2ccccc2)s1	u	i	1%	-5%	2%
O=C(NCc1ccc(Cl)cc1)C1CCCO1 (stereo not drawn)	63%	0.9%	3%	-4%	7%
CCCCCCSc1ccc(-c2nc3ccccn3c2NCCCC)cc1	50%	i	u	-4%	-2%
Nc1c(C(=O)N2CCOCC2)sc(=S)n1-c1ccccc1	10%	i	-20%	-12%	5%
Cc1cc(NC(=O)/C=C/C(=O)N(CC(=O)NC2CCCC2)c2ccc(F)cc2)no1	-7%	4.4%	0%	-4%	4%
COc1ccc(N2CCN(c3nc4ccccn4c(=O)c3/C=C(\C#N)S(=O)(=O)c3ccccc3)CC2)cc1	31%	0.6%	5%	13%	-2%
COCCN(C(=O)COC(=O)CCC(=O)c1ccc(C)cc1)c1c(N)n(Cc2ccccc2)c(=O)[nH]c1=O	29%	2.7%	4%	14%	2%
CC(CC(=O)N(C)CC(=O)Nc1ccc(N2CCOCC2)cc1)c1ccccc1 (stereo not drawn)	-12%	2.5%	-8%	-1%	4%
CCC1=NNC(=O)C(CC(=O)Nc2ccccc2)c2cc(OC)c(OC)cc21 (stereo not drawn)	7%	12%	-2%	0%	-4%
CC(C)(C)OC(=O)N1CCCC(C(=O)Nc2cccc(C(=O)N3CCOCC3)c2)C1 (stereo not drawn)	x	i	x	-7%	x
COc1cc(NC(=O)C2CCCCC2)c2ncccc2c1	33%	5.8%	64%	-18%	-6%
COc1ccccc1NC(=O)N1CCc2[nH]c3ccc(Cl)cc3c2C1	28%	11%	-1%	3%	19%
CC(C)=CCC/C(C)=C/CNC(=O)C[C@H]1C[C@H](C(=O)N2CCCCC2)[C@@]2(CCc3ccccc3)c3[nH]c4ccc(Cl)cc4c3CCN2C1=O	x	i	x	-8%	x
Cc1[nH]nc2c1C(CCc1ccccc1)C(C#N)=C(N)O2 (stereo not drawn)	3%	3.3%	8%	3%	-1%
Cc1cccc(-n2c(SCC(N)=O)nc3c(c2=O)C2(CCCCC2)Cc2ccccc2-3)c1	4%	3.0%	-6%	14%	-11%
Nc1nnc(SCCCC(=O)c2ccc(Br)cc2)s1	91%	0.5%	9%	11%	-1%
CCC1=NC(c2ccc(Br)cc2)N(O)C1(C)C (stereo not drawn)	-22%	1.2%	-10%	3%	-10%	VEEV TC-83 Vero 10K pilot screen=1.3
CN(C)S(=O)(=O)c1ccc(C(=O)NCCC(=O)N2CCCC2)cc1	0%	3.7%	5%	-6%	-27%
CCc1cccc2c(C(=O)CSc3nnc(C4CC4)o3)c[nH]c12	-10%	u	1%	-16%	x
CC(C)CN(C(=O)CCc1ccccc1Cl)c1c(N)n(Cc2ccccc2)c(=O)[nH]c1=O	32%	6.1%	-15%	-4%	0%
Cc1cc(C(=O)N2CCCC(CO)(Cc3ccc(F)cc3)C2)c(C)o1 (stereo not drawn)	37%	7.2%	2%	-5%	2%
Cn1c(NCc2ccco2)nc2c1c(=O)n(Cc1ccc(Cl)cc1Cl)c(=O)n2C	-6%	i	-12%	-9%	-8%
Cc1cc2ccccc2n1CCNC(=O)C(C)C	24%	3.4%	-3%	5%	3%
Cn1c(=O)c(=O)n(C)c2cc(S(=O)(=O)NCCc3ccccc3)ccc21	1%	i	-3%	6%	2%
CCn1cc(C(=O)O)c(=O)c2cnc(N3CCN(C(=S)NC(=O)c4ccc(OC)cc4)CC3)nc21	41%	1.6%	-6%	1%	-12%
CCC(C)Sc1ccc(-c2nc3cc(C)ccn3c2NC2CCCCC2)cc1 (stereo not drawn)	77%	u	u	4%	x
COc1ccc(-c2c3c(=O)n(C)c(=O)n(C)c3cn2C2CCCCC2)cc1	49%	8.4%	7%	2%	-9%
Cc1ccc(NC(=S)N(CCN(C)C)Cc2cccs2)cc1	17%	i	24%	5%	13%
CC(=O)NS(=O)(=O)c1ccc(NC(=O)c2cccc(OCc3c(C)noc3C)c2)cc1	-1%	4.9%	-4%	-1%	x
O=C(COc1ccc(Br)cc1)N1CCN(Cc2ccc3c(c2)OCO3)CC1	14%	7.0%	8%	-8%	-7%
Cc1ccc(OCC(=O)Nc2cc(-c3nn4c(C)nnc4s3)ccc2C)cc1	1%	0.8%	2%	-8%	-6%
OC(COc1cccc(OCC(O)CN2CCOCC2)c1)CN1CCOCC1 (stereo not drawn)	1%&-7%	1.5%&0.2%	-5%&-6%	4%&1%	1%&-4%	VEEV TC-83 Vero 10K pilot screen=0.5
CCCCNc1ccncc1S(=O)(=O)NC(=O)NC(C)C	1%	0.9%	-4%	-2%	0%
COc1ccc(Cl)cc1-c1nc(SCC(=O)NC2CCCC2)n[nH]1	42%	6.6%	28%	4%	x
CCOC(=O)c1c(-c2ccccc2)csc1NC(=O)/C(C#N)=C\c1ccc(O)c(OC)c1	x	7.9%	x	-14%	x
COc1ccnc(Oc2ccccc2)n1	-15%	0.5%	0%	16%	8%
C1CC1Cc1noc(CN2CCN(CC3CC3)CC2)n1	7%	0.6%	5%	-1%	5%
COc1cc(C(=S)N2CCOCC2)cc(OC)c1OC(=O)c1ccc([N+](=O)[O-])cc1[N+](=O)[O-]	54%	0.9%	2%	5%	-7%
Cc1cc(NC(=O)CSc2ccc3ccccc3c2)no1	-5%	1.2%	0%	3%	9%
Cn1c(N)c(C(=O)CSc2nnc(Cc3cccs3)n2C2CC2)c(=O)n(C)c1=O	-1%	2.4%	2%	-2%	x
CCOCCn1c(CN(C)Cc2ccccc2)nc2c1c(=O)n(C)c(=O)n2C	8%	i	-1%	-9%	-11%
COc1ccc(S(=O)(=O)N2CCC(C(=O)Nc3ccc(F)cc3)CC2)c2cccnc12	14%	6.7%	-2%	-13%	-1%
NC(=O)COc1ccc2cc(-c3ccc(F)cc3)c(=O)oc2c1	i	0.1%	-1%	-2%	-1%
Cc1ccc(CCNC(=O)C2CCC(CNc3c(N4CCC(C)CC4)c(=O)c3=O)CC2)cc1 (stereo not drawn)	x	0.7%	-1%	1%	-9%
O=C(NNC(=O)c1ccccc1Cl)c1cccs1	2%	0.2%	-5%	-1%	-3%
COc1ccc(-c2nc(SCC(=O)N(CC(C)C)c3c(N)n(Cc4ccccc4)c(=O)[nH]c3=O)n[nH]2)cc1	50%	4.4%	7%	-1%	-3%
O=C(CN1C(=O)NC2(CCCCC2)C1=O)NCCc1ccc(Cl)cc1Cl	-4%	0.8%	-5%	5%	x
COC(=O)C1CCC(=S)N1C(=O)c1ccccc1 (stereo not drawn)	-13%	0.9%	-3%	-2%	-1%
COc1ccc(CCNC(=O)CS(=O)Cc2nc(-c3ccc(C)cc3)oc2C)cc1OC (stereo not drawn)	15%	0.1%	2%	0%	5%
CN(C(=O)CSc1ncnc2ccccc12)C1CCS(=O)(=O)C1 (stereo not drawn)	-6%	0.9%	-7%	-3%	x
CC(=O)N1CCN(C(=O)c2cccc(S(=O)(=O)N3CCN(c4ccc(F)cc4)CC3)c2)CC1	-1%	1.9%	-3%	-5%	0%
O=C(COC(=O)c1cccc([N+](=O)[O-])c1)Nc1ccc(Cl)cn1	33%	2.6%	-5%	-14%	1%
Cc1cc(C)c(S(=O)(=O)N2CCCCC2CCNC(=O)C(=O)NCc2ccccn2)c(C)c1 (stereo not drawn)	37%	8.5%	14%	6%	-5%
CC(=O)Nc1ccc(NC(=O)COC(=O)[C@@H](NC(=O)c2ccc(F)cc2)C(C)C)cc1	-4%	1.1%	-8%	6%	-5%
C[N+]1(C)C2CC(OC(=O)C(CO)c3ccccc3)CC1C1OC12 (stereo not drawn)	-6%	0.8%	-6%	4%	-5%
Cc1ccc(-c2csc3nnc(SCC(=O)Nc4nsc(-c5ccccc5)n4)n23)cc1	-8%	3.0%	-8%	9%	0%
O=C(NC(C(=O)NCCN1CCOCC1)C12CC3CC(CC(C3)C1)C2)C1CCCCC1 (stereo not drawn)	8%	i	-14%	2%	-12%
COc1cc(NC(=O)c2ccccc2)c(OC)cc1NC(=O)CN1CCCCC1	14%	1.8%	66%	23%	8%

From PubChem BioAssay
